FLuc stim CS – FLuc activators, initial screening, artefact control for FLuc-dependent activation tests, biochemical, ATPlite luminescence; ATPlite luciferase biochemical, 10 min; 0 = ATP-free wells, 1 = DMSO control; AID 1027, 2008; activation factor at 10 µM; 200,000 tested, under 10 active;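 active = luciferase activation factor, scaled between plate controls, of at least 2 with compound at 10 µM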
Target sequence (P08659 whole entry, looked up): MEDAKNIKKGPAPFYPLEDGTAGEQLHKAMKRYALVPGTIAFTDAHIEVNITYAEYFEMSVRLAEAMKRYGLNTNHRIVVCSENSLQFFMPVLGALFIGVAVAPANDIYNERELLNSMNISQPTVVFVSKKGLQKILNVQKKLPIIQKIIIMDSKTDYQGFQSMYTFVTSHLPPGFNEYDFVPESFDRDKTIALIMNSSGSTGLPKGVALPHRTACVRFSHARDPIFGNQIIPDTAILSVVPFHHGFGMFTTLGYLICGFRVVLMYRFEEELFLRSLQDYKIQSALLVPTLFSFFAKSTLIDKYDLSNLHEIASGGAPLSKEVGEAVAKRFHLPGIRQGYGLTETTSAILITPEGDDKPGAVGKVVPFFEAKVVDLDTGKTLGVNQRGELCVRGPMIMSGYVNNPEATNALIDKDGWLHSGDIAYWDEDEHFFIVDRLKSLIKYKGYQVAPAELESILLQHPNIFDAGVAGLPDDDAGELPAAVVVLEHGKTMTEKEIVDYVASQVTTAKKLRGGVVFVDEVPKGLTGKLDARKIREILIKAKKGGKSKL
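System: cell-free luciferase reagent; medium: PBS as buffer for the ATP substrate; doses: test compounds dosed from 2 mM stocks in 100% DMSO; incubation: 10 min, room temperature; measured by: luminescence from luciferase reaction; read-out: luciferase activation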
TNAP act hiacc – TNAP activators at high phosphate acceptor level, primary screen, biochemical, luminescence, uHTS | purified TNAP, CDP-star luminescence, 1 M DEA, 30 min; stronger effect = higher value; 0 = EDTA background, 1 = DMSO-only activity | activation factor at 20 µM | 200,000 tested, under 10 active;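 active = activation factor at least 2 at 20 µM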
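Dosing: 20 µM single point. System: human TNAP. Amount: TNAP 1/800 final. Incubation: 30 min, room temperature. Read-out: TNAP activation factor scaled between EDTA and DMSO control wells. Signal: luminescence from CDP-star hydrolysis. Medium: 1 M DEA, pH 9.8, Mg2+, Zn2+. Control set: EDTA negative control, DMSO positive control.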
bIAP act – bovine intestinal alkaline phosphatase activators, primary screen, biochemical, bovine IAP, CDP-star luminescence; purified bovine IAP, 30 min; stronger effect = higher value; fold of DMSO-control signal, blank-subtracted; activation factor at 20 µM; 0.17% of 200,000 active; AID 1016, 2008;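 active = activation factor of 2 or more at 20 µM, a signal rise over negative controls twice the positive control's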
FLuc inhib CS – firefly luciferase enzyme inhibitors, primary screen, artefact control for luciferase-based inhibitor screens, biochemical, luminescence, ATPLite | Luciferin 4-monooxygenase (Photinus pyralis), P08659 | 10 min | inhibition, % at 10 µM | 1.5% of 200,000 active | AID 1006, 2008;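 active = inhibition above about 50% when tested at 10 µM, limit read from the data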
NF-kB expr up – activators of NF-kB expression in neurons, primary screen, cell-based, HTS | human neuronal cells, NF-kB reporter expression; stronger effect = higher value | fold change at 12.5 µM | 1.6% of 190,000 active | AID 1239, 2008; in the data active = fold change above about 3.3
APP 5'UTR act – activators of APP 5'UTR luciferase reporter, primary screen, SH-SY5Y cells; activation, % at 2 µM; 1% of 190,000 active; SH-SY5Y APP 5'UTR luciferase reporter, luminescence; zero percent = DMSO vehicle wells;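 active = activation above a set limit, based on mean plus 3 SD of controls, cut at about 140% in these data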; note: values of inactives mirror those of a sister screen read the other way
PMI act – activators of human PMI, primary screen, biochemical, fluorescence intensity, near-Km mannose 6-phosphate. activation factor at 20 µM. purified human PMI, coupled resazurin fluorescence, 20 min; stronger effect = higher value; 1 = vehicle control, 0 substrate-free wells. AID 1214, 2008. 0.005% of 190,000 active. Mannose-6-phosphate isomerase (Homo sapiens), P34949;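 active = activation factor of 2 or more at 20 µM, relative to plate controls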
Target sequence (P34949 whole entry, looked up): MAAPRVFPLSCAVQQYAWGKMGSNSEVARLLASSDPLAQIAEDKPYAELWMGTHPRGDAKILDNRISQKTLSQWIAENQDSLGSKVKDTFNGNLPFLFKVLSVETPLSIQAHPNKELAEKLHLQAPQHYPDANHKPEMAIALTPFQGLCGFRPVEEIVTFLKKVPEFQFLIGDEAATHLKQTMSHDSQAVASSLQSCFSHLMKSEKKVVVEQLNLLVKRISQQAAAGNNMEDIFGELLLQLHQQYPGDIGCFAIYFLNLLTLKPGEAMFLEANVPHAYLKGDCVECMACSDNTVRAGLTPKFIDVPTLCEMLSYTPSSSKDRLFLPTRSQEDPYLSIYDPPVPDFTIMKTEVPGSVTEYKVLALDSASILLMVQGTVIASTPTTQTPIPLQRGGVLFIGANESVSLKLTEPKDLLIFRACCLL
TNAP inh noacc – human TNAP enzyme inhibitors, primary screen, biochemical, luminescent, no phosphate acceptor, uHTS; 0.26% of 200,000 active; inhibition, % at 20 µM; purified TNAP, CDP-star luminescence, 30 min;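 active = tissue-nonspecific alkaline phosphatase inhibition above about 50% at 20 µM in the single-dose screen, limit read from the data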;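 note: 0% = DMSO negative control and 100% = EDTA positive control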
PMI act hi M6P – human PMI activators, high substrate, primary screen, biochemical, fluorescence intensity, near-saturating mannose 6-phosphate. coupled PMI enzyme assay, resazurin fluorescence, 20 min; stronger effect = higher value; 1 = untreated enzyme, 0 = substrate-free blank. activation factor at 20 µM. 0.34% of 190,000 active;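 active = activation factor of 2 or more at 20 µM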
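Material: human phosphomannose isomerase with PGI, G6PDH, diaphorase coupling enzymes. Quantity: 15 ng/mL PMI. Medium: HEPES pH 7.4 buffer with MgCl2 and Tween-20. Reagent: Near-saturating mannose-6-phosphate, 1.0 mM. Compound: 20 µM single dose. Times: enzyme reaction with compound 20 min at room temperature. Detection: resorufin fluorescence at Ex 544/Em 590 nm.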
TNAP inh hiacc – human TNAP enzyme inhibitors, primary screen, biochemical, luminescent, high phosphate acceptor level, uHTS; Alkaline phosphatase, tissue-nonspecific isozyme (Homo sapiens), P05186; purified TNAP, CDP-star luminescence, 1 M DEA; inhibition, % at 20 µM; 0.03% of 200,000 active; AID 1135, 2008;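 active = over 50% inhibition of tissue-nonspecific alkaline phosphatase at 20 µM in the single-dose screen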;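 note: plate controls were DMSO wells for no effect and EDTA-quenched wells as full inhibition for full effect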
An asterisk follows results filed as active; / = not tested or not shown.

SMILES	FLuc stim CS	TNAP act hiacc	bIAP act	FLuc inhib CS	NF-kB expr up	APP 5'UTR act	PMI act	TNAP inh noacc	PMI act hi M6P	TNAP inh hiacc
O=C(c1cc(COc2ccc3ncccc3c2)on1)N1CCCC(O)C1 (stereo not given)	1.1	1.1	0.8	-5	0.96	4	1	-12	0.8	-7
COc1ccc(Cc2noc(-c3ccc(OC)c(OC)c3)n2)cc1OC	1	1.1	1	-3	0.8	4	1	-13	1	-8
O=C(CSc1cccc[n+]1[O-])Nc1cccc(S(=O)(=O)NC2=NCCCCC2)c1	1.1	1.1	0.9	-7	0.9	-5	1.1	-11	1	-8
CCn1c(SCC(N)=O)nnc1-c1cc2c(C)nn(-c3ccccc3)c2s1	1	1.1	1	5	1.1	-10	1	-11	1.1	-6
Cc1cc(C(=O)NCc2cccs2)cs1	1	1	0.8	2	1.6	6	0.8	-6	0.8	0
CCn1c(COc2ccc(C(C)C)cc2)nnc1SCC(=O)Nc1nccs1	1	1	0.8	2	1.2	/	1	0	1.1	-4
COc1ccccc1CNC(=O)C(Cc1c[nH]c2ccccc12)NC(=O)OCc1ccccc1 (stereo not given)	1.1	1.1	1	-8	0.46	-2	0.8	-28	0.9	-5
O=C(Nc1nnc(COc2ccc(Cl)cc2)s1)c1ccco1	1	1	0.9	-3	1	1	0.4	-7	0.6	-3
O=C(COc1ccccc1)NCCc1cn2ccsc2n1	1	1.1	1	-2	1.1	-6	0.8	-20	0.9	-6
Cc1ccnc(NS(=O)(=O)c2ccc(Oc3ccccc3)cc2)c1	1.1	1	0.9	-6	1	-8	1	2	1	-1
CCn1nnnc1-c1ccc(OC)c(S(=O)(=O)Nc2ccc(S(N)(=O)=O)cc2)c1	1.1	1	1	-5	1.1	17	1	-2	0.9	0
O=C(CC(c1ccccc1)c1ccccc1)NCc1cccnc1	1	1	1	-4	0.94	-24	0.9	-10	0.9	0
O=C(CN1CCN(c2ccc(F)cc2)CC1)Nc1cccc(C(F)(F)F)c1	1	1	1.2	1	1	22	1.1	-4	1	3
O=C(NC1=NCCS1)c1ccc(Cl)c(S(=O)(=O)N2CCCCC2)c1	1	1	0.8	-5	1.1	/	0.9	-14	0.9	-3
COc1c(C(=O)NCCSC(C)(C)C)ccc2ccccc12	1	1.1	1	4	1.6	19	1	-10	1	-7
COCC(=O)OCC(=O)Nc1ccccc1-c1ccccc1	1.1	1.1	1	-6	1.1	4	0.9	-15	0.9	-7
COc1cc(NC(=S)NC(=O)c2ccccc2F)ccc1NC(=O)c1ccco1	1	1	0.9	-3	1.1	7	0.9	-12	0.9	4
O=C(COC(=O)c1ccc([N+](=O)[O-])o1)Nc1cccc2ccccc12	1	1	1	-3	0.88	-13	1.3	-12	1	-2
CCOc1ccc(S(=O)(=O)N(C)c2ccc(OCC(=O)NCc3cccnc3)cc2)cc1	1	1	1.1	-4	1.1	-5	1.1	-12	1.1	-3
COc1c(S(=O)(=O)N2CCN(c3ccc(F)cc3)CC2)ccc(Cl)c1Cl	1.1	1.1	0.7	-9	0.98	-13	0.9	4	0.8	-9
CC(=NCCc1ccccc1)C1=C(O)COC1=O	1	1.1	0.9	-4	1.4	-3	1	-14	1	-7
Cc1cc(N/N=C2/CCCc3ccccc32)nc2ccccc12	0.8	1	1.1	24	1.1	9	0.9	-17	0.9	-3
CS(=O)(=O)Nc1ccc(C2=NN(C(=O)C3CCCCC3)C(c3cccs3)C2)cc1 (stereo not given)	1.1	1.1	0.8	-12	0.75	-6	0.9	-5	0.9	-7
O=C(Nc1cccc(C(F)(F)F)c1)c1cccnc1N1CCN(CCO)CC1	1.1	1	1.1	-7	0.96	-9	1	-9	1	-2
O=C(Nc1cccc(Br)c1)c1cc2ccccc2o1	0.7	1	0.9	32	5.7*	158*	0.9	-8	1	-2
O=C(NCC1CCCN(Cc2cccc(C(F)(F)F)c2)C1)c1ccc(F)cc1 (stereo not given)	1	1.1	1	0	0.97	13	/	-4	/	-6
COc1ccc(NC(=O)COC(=O)/C=C/c2cnc3ccccc3n2)cc1	1.1	1	1.1	-6	0.91	-1	0.9	-7	1	-2
Cn1cc(/C=N\NC(=O)C2COc3ccccc3O2)c2ccccc21 (stereo not given)	1	1	0.9	-3	1.2	4	1	-13	1	3
Cn1c(NCCCN2CCOCC2)nc2c1c(=O)n(Cc1ccc(Cl)cc1)c(=O)n2C	1	1	1	-3	0.82	6	0.9	-8	0.9	-3
Cn1c(CNC(=O)c2ccco2)nnc1SCC(=O)Nc1cccc(Br)c1	1	1.1	1	-5	1.1	4	0.9	-7	1	-7
COc1ccc(CNC(=O)c2ccc(CN3CCOCC3)cc2)cc1	1	1	0.8	-4	1.2	-5	1.1	-8	1.1	-4
CCN1CCN(C(=S)c2ccc(Cl)c(Cl)c2)CC1	1	1.1	1	-3	1.1	/	1	-14	1	-10
COc1ccc(Cc2nnc(Nc3ccc(C)cc3C)[nH]c2=O)cc1	1	1	1	-3	0.89	-2	1	-8	0.9	0
COc1ccc(-c2nc3c(c(=O)[nH]c(=O)n3Cc3ccccc3)n2Cc2ccccc2)cc1	1	1	1.1	-1	0.4	5	0.8	-3	0.9	1
NS(=O)(=O)c1ccc(NC(=O)CN2CCCN(S(=O)(=O)c3ccc(F)cc3)CC2)cc1	1.1	1	1	-10	0.91	12	1.2	-4	1.1	-5
Cc1cc2c(cc1C)C(c1ccccc1Br)CC(=O)N2 (stereo not given)	1	1	1	1	0.94	5	1	-11	0.9	-2
COc1cccc2cc(C(=O)C3=C(O)C(=O)N(CCCN(C)C)C3c3ccncc3)oc12 (stereo not given)	1	1	0.9	-3	/	/	1	-2	0.9	0
COc1cccc(C(CC(=O)Nc2cccc3ccccc23)NC(=O)c2ccccc2)c1 (stereo not given)	1	1.1	1.4	-4	1.1	15	0.9	-57	0.9	-15
Cc1nc2ccccc2c2oc(C(=O)N3CCC(N4CCCCC4)CC3)cc12	1.1	1	1	-8	0.72	-1	1	-4	1	-2
CCN1CCN(C(c2cccs2)C(C)NC(=O)c2cccc(OC)c2OC)CC1 (stereo not given)	1.1	1	0.9	-8	1.2	-4	0.9	-11	0.9	-3

Printed as active in NF-kB expr up (from the list above):
SMILES	FLuc stim CS	TNAP act hiacc	bIAP act	FLuc inhib CS	NF-kB expr up	APP 5'UTR act	PMI act	TNAP inh noacc	PMI act hi M6P	TNAP inh hiacc
O=C(Nc1cccc(Br)c1)c1cc2ccccc2o1	0.7	1	0.9	32	5.7*	158*	0.9	-8	1	-2

More compounds:
SMILES	FLuc stim CS	TNAP act hiacc	bIAP act	FLuc inhib CS	NF-kB expr up	APP 5'UTR act	PMI act	TNAP inh noacc	PMI act hi M6P	TNAP inh hiacc
C/C(N)=C(/C#N)C(=O)COC(=O)c1cc(-c2cccc(Br)c2)nc2ccccc12	1	1	1	-2	0.96	-10	0.8	11	1	-2
O=C1OCC=C1NNC(=O)c1cccnc1	1	1	1.1	0	1.1	18	1	-2	1	0
CN(C(=O)c1ccccn1)c1nnc(-c2ccccn2)s1	0.4	1	1.1	56*	2.3	6	1	-13	1	-5
CCC(=O)N1CCc2cc(S(=O)(=O)CCC(=O)NCCC3=CCCCC3)ccc21	1.1	1	1.1	-9	1.3	5	1.1	-8	1.1	-2
CC(C)(C)C(=O)CN1C(=O)C2(OCCO2)c2ccccc21	1.1	1.1	1.1	-5	0.99	13	1.1	-9	1.1	-5
CCOC(=O)CC1=NS(=O)(=O)c2ccccc2N1	1.1	1.1	0.9	-7	0.92	6	1.1	-18	1.1	-6
CCOC(=O)c1cnc2c(c(C)nn2CC)c1NC1CC1	1	1	1	-2	1.1	-20	0.9	-3	0.9	-1
CCC(=O)N1CCN(c2ccc(NC(=O)c3ccc([N+](=O)[O-])o3)cc2Cl)CC1	1	1	1	-4	0.24	-92	1.1	1	1	0
O=c1ccn(-c2cccc(C(F)(F)F)c2)nc1-c1ccn(-c2cccc(Cl)c2)n1	1	1	1	-1	0.95	4	0.9	-5	1	-2
CC(C)=CCN1CCN(Cc2cn[nH]c2C2CCCCC2)CC1CCO (stereo not given)	1	1.1	1	-3	/	15	0.9	-10	1	-7
CCN(C(=O)c1ccc(NC(C)=O)cc1)c1ccccc1	1.1	1	0.9	-6	1.1	/	1.1	-14	1.1	-3
O=C(NCc1ccccn1)C(=O)NCC(c1ccco1)N1CCOCC1 (stereo not given)	1	1	1.2	-2	0.99	1	1.1	-10	1.1	-5
O=C(Nc1cccc(F)c1)OC(CN1CCCCC1)C(F)(F)F (stereo not given)	1.1	1	1	-8	1.3	2	0.9	-8	1	-4
CC(c1ccccc1)n1c(Cn2ncc3ccccc3c2=O)n[nH]c1=S (stereo not given)	1	1	0.8	4	1	14	0.9	-7	0.9	-4
NS(=O)(=O)c1cccc(NC(=O)CSc2nc3ccc(Cl)cc3[nH]2)c1	1	0.9	1.3	-3	1.1	8	0.9	67*	0.7	9
O=Cc1ccc(Oc2cc(-c3ccccc3)nc(-c3ccccc3)n2)cc1	1.1	1	0.7	-10	1.1	-8	0.9	-10	0.9	-1
Cc1nn2c(C)nc3sc4c(c3c2nc1=O)CC(C)(C)OC4	1	1	1.1	-2	1	12	1	-11	1	-4
CC(=O)c1cccc(NC(=S)NC(=O)c2ccc(C)cc2Cl)c1	0.9	1	1	9	1.7	-2	0.9	10	0.9	2
N#Cc1c(-c2ccccc2)[nH]c(=O)[nH]c1=O	1	1	1.1	0	1.3	-25	1.1	-14	0.9	-4

Rewritten with values ahead of the structure: six of the compounds above.
| FLuc stim CS | TNAP act hiacc | bIAP act | FLuc inhib CS | NF-kB expr up | APP 5'UTR act | PMI act | TNAP inh noacc | PMI act hi M6P | TNAP inh hiacc | structure |
| --- | --- | --- | --- | --- | --- | --- | --- | --- | --- | --- |
| 1 | 1 | 1 | -2 | 0.96 | -10 | 0.8 | 11 | 1 | -2 | C/C(N)=C(/C#N)C(=O)COC(=O)c1cc(-c2cccc(Br)c2)nc2ccccc12 |
| 1.1 | 1 | 1 | -8 | 1.3 | 2 | 0.9 | -8 | 1 | -4 | O=C(Nc1cccc(F)c1)OC(CN1CCCCC1)C(F)(F)F (stereo not given) |
| 1.1 | 1.1 | 0.9 | -7 | 0.92 | 6 | 1.1 | -18 | 1.1 | -6 | CCOC(=O)CC1=NS(=O)(=O)c2ccccc2N1 |
| 1 | 1 | 1 | -1 | 0.95 | 4 | 0.9 | -5 | 1 | -2 | O=c1ccn(-c2cccc(C(F)(F)F)c2)nc1-c1ccn(-c2cccc(Cl)c2)n1 |
| 1 | 1.1 | 1 | -3 | / | 15 | 0.9 | -10 | 1 | -7 | CC(C)=CCN1CCN(Cc2cn[nH]c2C2CCCCC2)CC1CCO (stereo not given) |
| 1 | 1 | 1.1 | 0 | 1.3 | -25 | 1.1 | -14 | 0.9 | -4 | N#Cc1c(-c2ccccc2)[nH]c(=O)[nH]c1=O |
